Pemphigus Ab inh = inhibitors of pemphigus antibody binding to DSG3, primary screen, biochemical, bead-based, flow cytometry, scFv-GFP; Desmoglein-3 (Homo sapiens), P32926; DSG3-coupled beads, scFv-anti-DSG3-GFP binding; stronger effect = lower value; binding (percent of control), % at 10 µM; 0.48% of 310,000 active;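 active = binding more than 3 SD below its plate's average and above zero; inconclusive = below that plate limit but binding exactly zero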;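 also: hits lower antibody fragment binding to DSG3; some compounds called inactive have numbers as strong as hits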
Target sequence (P32926 whole entry, looked up, the tested form may be a part): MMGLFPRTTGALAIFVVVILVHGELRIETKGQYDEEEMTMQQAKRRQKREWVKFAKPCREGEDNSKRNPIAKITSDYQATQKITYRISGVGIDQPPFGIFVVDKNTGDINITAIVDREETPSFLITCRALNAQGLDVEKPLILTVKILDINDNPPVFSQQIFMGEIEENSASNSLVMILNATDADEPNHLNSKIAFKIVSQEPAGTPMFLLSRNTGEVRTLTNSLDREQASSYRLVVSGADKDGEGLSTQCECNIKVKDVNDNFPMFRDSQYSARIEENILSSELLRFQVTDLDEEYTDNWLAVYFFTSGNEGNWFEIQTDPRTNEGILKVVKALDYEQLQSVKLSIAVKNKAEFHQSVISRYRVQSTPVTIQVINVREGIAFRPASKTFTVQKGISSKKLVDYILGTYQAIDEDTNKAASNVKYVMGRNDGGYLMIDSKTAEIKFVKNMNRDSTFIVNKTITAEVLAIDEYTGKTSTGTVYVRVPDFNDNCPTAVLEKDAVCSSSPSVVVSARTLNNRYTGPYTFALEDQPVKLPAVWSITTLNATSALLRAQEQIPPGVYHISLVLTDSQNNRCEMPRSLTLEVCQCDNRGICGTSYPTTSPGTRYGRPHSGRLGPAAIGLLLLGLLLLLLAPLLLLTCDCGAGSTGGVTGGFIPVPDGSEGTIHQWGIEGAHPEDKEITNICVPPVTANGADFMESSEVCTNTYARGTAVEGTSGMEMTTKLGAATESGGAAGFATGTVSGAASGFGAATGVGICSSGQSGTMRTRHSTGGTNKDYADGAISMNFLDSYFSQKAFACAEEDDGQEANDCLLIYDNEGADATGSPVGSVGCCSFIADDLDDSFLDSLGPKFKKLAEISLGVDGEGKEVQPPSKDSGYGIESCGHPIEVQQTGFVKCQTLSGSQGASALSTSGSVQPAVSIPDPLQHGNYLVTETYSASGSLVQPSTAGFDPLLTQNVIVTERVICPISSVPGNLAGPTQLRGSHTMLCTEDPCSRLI
MOR-DOR ag = agonists of OPRM1-OPRD1 heterodimerization, primary screen, cell-based, luminescence. Mu-type opioid receptor (Homo sapiens) + Delta-type opioid receptor (Homo sapiens), …. cells. activation, % at 9.3 µM. 0.3% of 340,000 active. AID 504326, 2011; in the data active = activation above about 18%;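 also: 0% = vehicle-treated cells and 100% = reference agonist; values of inactives mirror those of a sister screen read the other way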
SUMO Mot1 rescue = yeast Mot1-301 growth rescue at high temperature, primary screen, SUMOylation pathway inhibitor project, S. cerevisiae, ATP luminescence, 38.5C; S. cerevisiae Mot1-301 growth rescue; percent above DMSO median, 100 means doubled; growth rescue, % at 18.8 µM; 1% of 320,000 active; AID 2716, 2010;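 active = every valid replicate shows activation above 250% relative to neutral control wells; inactive = the rest, any valid replicate at or below 250%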;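 also: OY570 slx delta 5 strain wells were the positive control but not used for scaling; some compounds called inactive have numbers as strong as hits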
AddAB inh = growth inhibition of E. coli expressing H. pylori AddAB, primary screen, AddAB inhibitor project, absorbance; 0.29% of 330,000 active; inhibition, % at 11.9 µM; AID 435030, 2010; in the data active = inhibition above about 12%;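 also: 0% = vehicle wells of infected cells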
phage Ecoli inh = growth loss of phage-infected E. coli, primary screen, RecBCD inhibitor project, absorbance, with phage, HTS; inhibition, % at 11.9 µM; 0.26% of 360,000 active; AID 651602, 2012; in the data active = inhibition above about 11%
PfHsp90 set2 = growth inhibition of PfHsp90-expressing yeast, primary screen, antimalarial PfHsp90 inhibitor project, S. cerevisiae, BacTiter-Glo luminescence, single point, set 2. AID 504621, 2011. 0.32% of 310,000 active. BacTiter-Glo ATP, 48 h; yeast lacking PDR1 and PDR3 efflux regulators. inhibition, % at 9.4 µM;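 active = every replicate shows inhibition above about 80%, whatever the replicate mean, limit read from the data; inconclusive = mean inhibition reaches the set limit but some replicate falls short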;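 also: 0% = DMSO neutral controls and 100% = 20 µM radicicol positive controls; yeast relying on Plasmodium falciparum Hsp90 in place of its own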
OPRM1-OPRD1 inv = inverse agonists of MOR-DOR heterodimerization, primary screen, cell-based, luminescence; cell-based MOR-DOR heterodimer luminescence, inverse agonism; inhibition, % at 9.3 µM; 0.21% of 340,000 active; AID 504357, 2011; in the data active = inhibition above about 22%, passing the limit was not always enough;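 also: 0% = cells with DMSO and 100% = wells without cells with DMSO; values of inactives mirror those of a sister screen read the other way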
E coli growth = E. coli V3065 growth inhibition, primary screen, counter-screen for AddAB inhibitor project, absorbance, OD600; 18 h; inhibition, % at 11.9 µM; 0.27% of 330,000 active;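 active = inhibition above the campaign's mean inhibition across all tested compounds plus 3 SD, cut at about 9.9% in these data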;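 also: uninfected addAB+ strain grown without phage in ampicillin broth; 0% = DMSO wells and 100% = ciprofloxacin 0.95 µg/ml wells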
Arr AP2 block = inhibitors of beta-arrestin/AP2 binding, primary screen, biochemical, GPCR trafficking, flow cytometry; FITC-arrestin peptide / GST-AP2 beads; AP2 beta2 appendage carries R879A mutation; inhibition, % at 10 µM; 0.31% of 340,000 active;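 active = inhibition above a set limit, near 3 SD of compounds lacking own fluorescence, cut at about 54% in these data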;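 also: plate controls were DMSO wells for no effect and 5 µM unlabelled arrestin peptide for full effect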
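System: GST-AP2 R879A bound to glutathione beads, E. coli-expressed. Also added: 50 nM FITC-arrestin peptide. Schedule: compound with beads 12 min RT, then probe 1 h RT. Signal: bead flow cytometry, FITC channel. Read-out basis: percent response.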
Tat export inh = E. coli Tat export inhibitors, primary screen, MC4100, TorA-mCherry reporter, fluorescence, single point. inhibition, % at 10 µM. 0.036% of 340,000 active;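 active = mean replicate inhibition at least 50% and at least half of replicates individually reaching 50%; inconclusive = only one of the two criteria met; inactive = neither criterion met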;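 also: exported cargo escapes ClpAP degradation while cytoplasmic cargo is degraded and loses fluorescence; 0% = median of neutral control wells and 100% = median of NaSCN control wells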
PKA-R1A act = activators of PKA-R1A holoenzyme, primary screen, biochemical, fluorescence polarization, Cy5-IP20, bovine R1A, mouse PKAc | cAMP-dependent protein kinase type I-alpha regulatory subunit (Bos taurus) + … | PKA-R1A dissociation; scaled: DMSO 0%, 113 µM cGMP 100% | activation, % at 11.4 µM | 0.083% of 340,000 active;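 active = percent activation above the mean of all tested compounds plus 3 SD, cut at about 19% in these data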;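 also: higher means more PKAc released from R1A so a rise in polarization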
* = called active by the depositor; ? = inconclusive; · = not tested or not shown.

Below each compound: Pemphigus Ab inh	MOR-DOR ag	SUMO Mot1 rescue	AddAB inh	phage Ecoli inh	PfHsp90 set2	OPRM1-OPRD1 inv	E coli growth	Arr AP2 block	Tat export inh	PKA-R1A act
- CC(Sc1nncs1)C(=O)NCC(=O)Nc1ccc(F)c(F)c1F (centres undefined)
    99	-2.9	0	2.2	4.3	5	14	0.0	6	0	7
- COc1ccc(C(=O)CSc2nnc(CN3CCCCC3)n2-c2ccc(F)cc2)cc1
    96	2.5	1	1.7	3.0	12	-13	-1.1	7	-2	-9
- CNS(=O)(=O)c1cccc(C(=O)NCC2(N3CCOCC3)CCCCC2)c1
    107	-3.6	-6	-1.0	2.9	-6	18	1.0	-10	-7	2
- Cc1cccc(OCC(=O)NC(Cc2ccccc2)C(=O)O)c1 (centres undefined)
    92	-3.0	6	-0.2	1.6	-12	16	-1.1	0	-4	-3
- Cc1c(C(=O)N(Cc2nnc(-c3ccccc3Cl)o2)C2CC2)oc2ccccc12
    ·	2.5	18	1.6	4.8	7	-10	0.2	-10	9	-4
- CC(=O)N1CCC(=O)N(C(C)C)c2ccccc21
    105	-0.4	5	2.1	2.8	6	3	2.4	-4	-3	-8
- CCC(C(=O)NC1CCCC1)N(C(=O)c1snc(C(N)=O)c1N)c1ccc(OC)c(OC)c1 (centres undefined)
    116	0.3	52	3.6	2.7	9	-2	-2.3	21	-11	-6
- CCOC(=O)C(CC)Sc1ncnc2nc[nH]c12 (centres undefined)
    98	-2.0	-13	2.9	1.8	21	12	-0.6	5	-8	4
- Cc1ccc(S(=O)(=O)Cn2nnnc2C(c2ccccn2)N2CCN(c3ccccc3)CC2)cc1 (centres undefined)
    82	-0.3	159	0.8	-3.4	6	2	-0.2	15	2	2
- C=C1CC(COc2ccc3c(C)c(Cl)c(=O)oc3c2)(c2ccccc2)OC1=O (centres undefined)
    97	-7.2	·	·	3.0	-36	31	·	37	2	1
- COc1ccc(N2CCN(C(=O)CCC(=O)c3cc(C)sc3C)CC2)cc1
    107	-1.7	-9	2.2	4.5	2	8	2.3	11	3	8
- CCCOc1ccc(C(=O)N2CCN(c3ccc(NC(=O)CC)cc3Cl)CC2)cc1
    98	0.7	116	1.9	-1.4	·	-3	2.3	6	-5	0
- O=C(O)CCSCc1ccccc1F
    112	-3.5	-1	3.3	2.1	16	15	-0.4	6	0	-4
- CCOc1ccc(NC(=O)CSc2cn[nH]n2)cc1
    117	0.5	8	-1.6	3.8	·	-3	2.0	5	-5	3
- COC(=O)c1ccc(OCC(=O)c2cccc(OC)c2)cc1
    124	0.7	-2	3.9	3.1	-53	-4	-1.0	5	0	8
- COC(=O)c1c(NC(=O)COC(=O)[C@@H](NS(=O)(=O)c2ccc(C)cc2)C(C)C)sc2c1CCC2
    ·	0.1	155	-0.8	-1.5	13	0	1.2	9	-4	-10
- NC(=O)c1ccsc1NC(=O)c1ccc(S(=O)(=O)N2CCCc3ccccc32)cc1
    100	4.1	-12	1.9	2.5	-4	-24	0.2	15	10	-4
- Cc1nc2sccc2c(=O)n1N
    106	0.7	·	-2.4	2.7	-10	-4	-1.4	-12	3	-12
- Cc1[nH]c(=O)c(C#N)c(C)c1Cc1ccc(Cl)cc1Cl
    99	-0.9	-17	-0.5	4.7	-22	5	-1.2	-11	-3	-15
- CN(CC(=O)NC1CCCCC1)S(=O)(=O)c1ccc(Cl)cc1
    97	-1.9	2	1.1	3.5	3	11	0.3	26	-5	2
- CCO[C@H]1OC(C(=O)N2CCN(Cc3ccccc3)CC2)=C[C@@H](C)[C@@H]1CCCO
    105	-0.7	4	1.8	2.6	1	4	1.0	2	1	-6
- CCCCNC(=O)COC(=O)C1CCN(S(=O)(=O)c2ccc3c(c2)OCCO3)CC1
    99	-3.0	-4	0.3	4.2	-1	12	-0.2	11	-9	14
- CN(C)c1ccc(C(=O)NNC(=O)C23CC4CC(CC(C4)C2)C3)cc1
    89	-3.0	2	3.2	-0.2	6	15	0.8	-5	3	0
- Cc1ccnc(N(C(=O)c2cccs2)C(=O)c2cccs2)c1
    103	-2.1	314	2.5	2.6	-4	11	0.2	16	7	2
- Fc1ccc(NC(=S)NN2CCOCC2)cc1Cl
    96	0.1	257	-0.3	4.5	7	-1	-0.8	0	0	-2
- NC(=O)Cn1cc(/C=N\NS(=O)(=O)c2ccc(F)cc2)c2ccccc21
    95	-3.4	-24	0.6	0.4	-14	17	0.3	-24	-9	-6
- Cc1ccccc1C(=O)NCCNC(=O)c1cnccn1
    110	-1.0	5	1.6	2.9	18	6	0.1	9	7	-5
- COc1ccccc1NC(=O)Cn1nc(-c2ccncc2)nc1SCC(=O)NC1CCCC1
    100	-0.6	-2	3.7	2.7	2	3	-0.8	-4	3	-10
- O=C(c1ccco1)N1CCN(CC2CC3C=CC2C3)CC1 (centres undefined)
    108	-1.9	61	2.8	2.5	18	10	3.1	-5	16	5
- CCOC(=O)c1ccc(N2C(=O)CC(C)(CC)CC2=O)cc1
    ·	-2.8	-16	-2.5	2.4	5	14	0.1	16	1	3
- CCCCNC(=O)C1CC(c2ccc(C(F)(F)F)cc2)=NO1 (centres undefined)
    104	0.4	-15	1.2	2.1	18	-2	2.0	5	-18	-2
- O=C(O)CCSc1nnc(COc2ccc([N+](=O)[O-])cc2)n1-c1ccccc1
    102	-2.6	53	1.1	1.1	17	14	-1.0	-4	-11	-11
- O=C(c1ccc2c(=O)n3c(nc2c1)CCC3)N1CCCSC1=Nc1ccccc1
    111	-3.5	1	3.9	8.6	10	18	2.2	-10	0	-1
- Cc1ccc(N=Cc2c(C)[nH]n(-c3nc4ccccc4[nH]3)c2=O)cc1
    97	-0.7	-45	-0.3	5.5	91*	3	-0.2	32	-1	3
- O=C(c1ccccc1)N1CCCCCC1
    ·	-1.4	-14	3.6	1.1	19	7	1.7	-1	6	2
- CCOC(=O)C1CCCN(c2c(NCc3ccco3)c(=O)c2=O)C1 (centres undefined)
    99	0.8	6	0.4	1.9	14	-5	-1.3	5	-8	-18
- Cn1nccc1C(=O)N1CCCC(N2CCN(Cc3ccc4c(c3)OCO4)CC2)C1 (centres undefined)
    113	-3.7	-15	·	0.9	-16	12	·	-3	-5	11
- Cc1ccccc1-c1nc(CS(=O)(=O)CC(=O)N(C)C2CCCCC2)c(C)o1
    98	3.9	-1	0.2	1.6	18	-23	1.9	15	-9	3
- N#C/C(=C\c1cccc(Cl)c1)c1n[nH]c(Cn2cncn2)n1
    101	-2.3	-4	0.3	0.6	1	12	1.1	29	-5	-9
- CCN1CCN(CC(O)COCc2cc(OC)c(OC)c(OC)c2)CC1 (centres undefined)
    97	-0.1	-8	5.0	2.0	3	1	-0.7	-4	-1	-6
- CCN1CCN(C(=O)C2CCCN(S(=O)(=O)c3ccc(OC)c(OC)c3)C2)CC1 (centres undefined)
    114	-2.6	71	3.3	1.1	5	14	-0.6	-4	0	3
- O=C(Nc1cnc2ccccn2c1=O)c1ccc(F)cc1
    94	-2.2	-25	0.6	4.2	-14	12	-1.6	2	1	3
- COc1ccc(C2NC(=O)NC(C)=C2C(C)=O)cc1 (centres undefined)
    99	-2.1	0	-3.7	1.3	8	11	1.5	-2	0	1
- O=C(N1CCN(CCO)CC1)N1c2ccccc2CCc2ccccc21
    123	-2.4	-1	0.8	0.5	12	12	1.2	3	-2	-2
- CCC(=O)NCCc1nc2cc(NC(=O)c3ccc(OC)cc3)ccc2n1C
    83	-0.5	1	0.8	2.7	1	3	0.2	31	0	-4
- CC(C)c1cc(C(=O)NCc2ccco2)no1
    98	-0.8	3	1.0	1.9	-3	4	-1.3	7	?	-11
- CC(=O)c1ccc(N2CCN(S(=O)(=O)c3c(C)[nH]c(=O)[nH]c3=O)CC2)cc1
    106	-1.4	-17	1.0	4.9	17	8	-0.3	2	9	-2
- CCOC(=O)Nc1ccccc1N1C(=O)c2ccccc2C1=O
    ·	-0.9	13	-0.9	1.4	-16	6	0.6	19	-2	10
- Cn1cc(Br)c(C(=O)NN2C(=O)C3C(C2=O)C2C=CC3C23CC3)n1 (centres undefined)
    96	-3.4	32	-0.2	3.8	27	18	-0.9	-12	0	-11
- COc1ccc(CCNC(=O)C2CCN(S(=O)(=O)c3ccc(F)cc3)CC2)cc1
    107	-0.5	-15	2.5	3.0	4	2	-3.6	38	3	-10
- COc1cc(C(C)=O)ccc1OCC(=O)Nc1ccc(Cl)c(S(=O)(=O)N2CCOCC2)c1
    97	-1.8	1	-1.1	-0.4	-34	7	0.3	0	-11	4
- CCOc1cccc(-c2c(C(=O)N/N=C/c3ccoc3)nnn2-c2nonc2N)c1
    109	-1.4	-22	0.7	1.4	-4	7	-1.2	30	4	-2

Screens (PubChem BioAssay)
